CHOP inhibitor: blocks CHOP induction under ER stress; inhibition, % at 10 µM; CHO-K1 CHOP-promoter luciferase, tunicamycin-induced, 15-18 h; AID 2732; actives 3.8% (n = 220,000);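 active = compounds that reduced the stress-induced luciferase reporter signal by more than about 70% of percent inhibition, limit read from the data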;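 note: 0% = tunicamycin plus vehicle and 100% = wells without tunicamycin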
FXIIa inh: inhibitors of human coagulation factor XIIa | P00748 | purified FXIIa, Boc-QGR-AMC fluorogenic substrate, 2 h | inhibition, % at 5 µM | actives 0.3% (n = 220,000) | AID 800; in the data active = inhibition above about 40%;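 note: 0% = enzyme with no compound and 100% = blank without enzyme; many of its hits are not listed in these tables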
Wee1 degr inh: blocks degradation of human Wee1 kinase | reporter increase, % at 5 µM | actives 1.2% (n = 220,000) | HeLa Luc-Wee1K328M stability, luciferase luminescence; 100% = proteasome inhibitor MG132 effect | P30291;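 active = activation above the mean of all tested compounds plus 3 SD, set per screening run, cut at about 8.8% in these data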;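 note: cells exposed to compound for 20 h before luminescence read; 0% = DMSO alone and 100% = MG132 at 30 µM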
FXIa inh 1536: factor XIa (human) inhibition | P03951 | purified FXIa, Boc-Glu-Ala-Arg-AMC fluorogenic substrate | inhibition, % at 5 µM | actives 0.14% (n = 220,000) | AID 798;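 active = inhibition of at least 40%; inactive = inhibition below 40%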;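 note: fluorescence of freed AMC excited at 355 nm; 0% = enzyme without compound and 100% = no enzyme blank; many of its hits are not listed in these tables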
TbHK1 inh: T. brucei hexokinase 1 inhibition; recombinant TbHK1, G6PDH-coupled NADH A340; inhibition, % at 10 µM; actives 0.11% (n = 220,000);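 active = inhibition of 50% or more in the single-dose primary screen; inactive = inhibition below 50%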
TNF necrop inh: TNF-alpha cell death inhibition in Jurkat FADD-/- cells. Jurkat FADD-/- TNF necroptosis rescue, ATP luminescence, 24 h; 0 = TNF only, 100 = no-TNF cells. activation (protection from cell death), % at 10 µM. actives 0.068% (n = 220,000);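 active = activation, meaning protection from cell death, of at least 50% relative to plate controls; inactive = activation below 50%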;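 note: necroptosis triggered by 40 ng/mL TNF-alpha added together with compound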
PPC-1+TRAIL kill: kills PPC-1 cancer cells in the presence of TRAIL. PPC-1 cells + TRAIL, ATPLite viability luminescence. cell killing (% activity), % at 4 µM. actives 0.41% (n = 220,000). AID 1443;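 active = cell killing above 50% in the first pass at 4 µM, then a duplicate retest at 5 µM averaging 50% or more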;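 note: plate controls were cells with TRAIL plus DMSO for no effect and medium-only wells lacking cells for full effect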
zVAD death inh: blocks zVAD induced death of L929 cells; L929 zVAD necroptosis rescue, ATP luminescence, 24 h; with zVAD 60 µM; viability rescue, % at 10 µM; actives 0.38% (n = 220,000); AID 1377;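 active = activation, scaled between plate controls, above about 75%, limit read from the data; inactive = activation under that limit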;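 note: 0% = zVAD with DMSO and 100% = DMSO alone without zVAD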
PGE2 EP2 inh: blocks the human prostaglandin E2 receptor EP2. actives 0.52% (n = 260,000). P43116. C6 glioma cells expressing human EP2, cAMP TR-FRET; cells stimulated with saturating PGE2. inhibition, % at 25 µM;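 active = percent inhibition above 40 after rounding to a whole number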;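 note: rat C6 glioma host cells with rolipram phosphodiesterase inhibitor present; the protocol text gives 20 µM as final concentration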
Active calls of the source: *; · = not tested or not shown; & = joins results of further samples. The list is partial; count on the stated rates, not on these rows.

Preview (four entries):
SMILES	CHOP inhibitor	FXIIa inh	Wee1 degr inh	FXIa inh 1536	TbHK1 inh	TNF necrop inh	PPC-1+TRAIL kill	zVAD death inh	PGE2 EP2 inh
CC(O)Cc1cn(CC(=O)N2CCN(C(=O)OC(C)(C)C)CC2)nn1 (stereo unspecified)	-12	12	3	2	-2	-0.1	-5	0.3	5
O=C(Nc1nnc(-c2cccs2)o1)c1ccc(S(=O)(=O)N2CCOCC2)cc1	29	1	-1	-5	-22	1.3	12	0.9	8
CCOC(NC(=O)c1ccccc1)C(NC(=O)c1ccccc1)OCC (stereo unspecified)	15	-5	-1	-8	6	-1.2	17	0.1	8
CC(=O)c1c(COC(=O)c2ccc(Cl)cc2)nc2ccccc2[n+]1[O-]	15	6	1	0	-4	1.2	-2	-0.9	7

Results (from the top)
SMILES	CHOP inhibitor	FXIIa inh	Wee1 degr inh	FXIa inh 1536	TbHK1 inh	TNF necrop inh	PPC-1+TRAIL kill	zVAD death inh	PGE2 EP2 inh
CC(O)Cc1cn(CC(=O)N2CCN(C(=O)OC(C)(C)C)CC2)nn1 (stereo unspecified)	-12	12	3	2	-2	-0.1	-5	0.3	5
O=C(Nc1nnc(-c2cccs2)o1)c1ccc(S(=O)(=O)N2CCOCC2)cc1	29	1	-1	-5	-22	1.3	12	0.9	8
CCOC(NC(=O)c1ccccc1)C(NC(=O)c1ccccc1)OCC (stereo unspecified)	15	-5	-1	-8	6	-1.2	17	0.1	8
CC(=O)c1c(COC(=O)c2ccc(Cl)cc2)nc2ccccc2[n+]1[O-]	15	6	1	0	-4	1.2	-2	-0.9	7
Cc1ccc(C)c(S(=O)(=O)Nc2ccc3sc(C)nc3c2)c1	20	8	1	6	3	-1.5	22	-0.8	11
Cc1cc2c(c(=O)o1)C1(C(=O)N(CC(=O)O)c3ccccc31)C(C#N)=C(N)O2 (stereo unspecified)	-3	16	0	3	3	0.5	11	1.1	7
COc1ccc(C)cc1S(=O)(=O)NCCc1ccccc1	-12	10	-1	-6	-1	2.5	10	-0.1	3
CCOC(=O)c1sc2nc(NC(=O)COc3ccccc3)sc2c1C	42	14	-3	5	-12	2.8	17	-0.7	16
Cc1cc(=O)[nH]c(SCC(=O)N2CCC(Cc3ccccc3)CC2)n1	-1	6	-1	-2	2	0.4	7	-1.1	8
Cc1ccc(OCc2n[nH]c(=S)n2-c2ccccc2)cc1	-31	6	-3	1	-2	0.4	19	-0.8	5
CCOC(=O)c1cc2c(ccn2C)n1Cc1ccc(Cl)cc1	-6	9	-3	1	5	0.2	-4	-0.6	6
Cn1nnnc1SCC(=O)NCCCc1ccccc1	-15	-1	-4	-5	-1	-1.6	10	0.2	17
CCNc1ccccc(-c2ccc3ccccc3n2)c1=O	-9	10	2	-5	-15	-1.7	16	0.1	7
N#Cc1cccc2cnccc12	22	21	2	9	-7	1.1	0	-0.2	10
Cc1ccsc1C(=O)OCC(=O)Nc1ccc(Cl)cc1C(F)(F)F	0	3	-3	-1	8	-0.6	20	-0.3	5
Cc1ccccc1NC(NC(=O)c1cccnc1)C(Cl)(Cl)Cl (stereo unspecified)	32	5	-1	-4	-5	-1.0	-7	-0.9	6
CCOc1c(Cl)cc(/C=N/NC(N)=S)cc1OC	-15	16	-2	-3	15	-6.1	17	-0.3	3
COc1ccc(/C=N/NC(=O)c2cccc([N+](=O)[O-])c2)cc1OS(=O)(=O)c1ccccc1	24	5	-1	11	-4	0.4	18	0.1	10
Cc1ccc(Cn2c(Sc3nnc(C)s3)nc3c2c(=O)[nH]c(=O)n3C)cc1	10	10	-1	2	4	-3.4	7	0.1	9
S=C(Nc1ccc(Br)cc1)N1CCN(C2CCCCC2)CC1	-39	2	-1	-2	1	-3.0	14	-0.1	6
C=C1c2cc(C)ccc2NC(=O)N1c1ccc(C)cc1	39	5	-1	-1	-9	-0.4	-7	0.4	14
COc1ccc(OCCOc2ccccc2[N+](=O)[O-])cc1	-34	-2	8	-3	28	2.0	12	1.2	7
CCN(CC)CCCN1C(=O)C(O)=C(C(=O)c2ccc(C)o2)C1c1ccco1 (stereo unspecified)	·	·	-2	·	-6	-0.8	·	-0.1	·
Clc1ccc2nc(-c3ccncc3)cc(-c3ccccc3)c2c1	55	6	3	2	-9	0.4	0	0.2	4
O=C(CN1CCC(Cc2ccccc2)CC1)NC(=O)NCc1ccccc1	-9	8	-1	5	-2	1.3	15	0.1	8
CC(C)Nc1nnc(SC(C)C(=O)Nc2ccc(Cl)cn2)s1 (stereo unspecified)	36	10	-4	-1	-1	0.5	-17	0.3	6
CNS(=O)(=O)c1cc(Cl)ccc1Sc1ccccc1C(=O)O	9	1	-2	-6	-11	2.1	-1	0.6	6
COCCOC(=O)C1=C(C)N=C2SCCC(=O)N2C1/C=C/c1ccccc1 (stereo unspecified)	13	9	0	0	-19	-0.5	0	0.7	18
CC(=O)Nc1ccc(S(=O)(=O)N(C)CC(=O)Nc2ccccc2N2CCOCC2)cc1	12	29	-1	13	-2	0.4	4	1.7	7
O=C(NCc1cccs1)C(Cc1ccccc1)NS(=O)(=O)c1cccs1 (stereo unspecified)	4	9	-2	0	0	-0.6	14	0.1	12
CCNc1nc(NCc2ccccc2)nc(Oc2ccc(=O)[nH]n2)n1	-3	4	2	1	-1	-2.4	8	0.0	10
CCN(CC)C(=O)Cn1cc(C(=O)C(=O)N2CCCc3ccccc32)c2ccccc21	16	6	4	-4	-20	2.2	4	-0.5	12
Cc1ccc(Cl)cc1NC(=O)COC(=O)CC1CC2CCC1C2 (stereo unspecified)	100*	3	0	-13	2	1.0	-7	-0.2	7
CCOC(=O)Cn1nnnc1CN(Cc1ccc(OC)cc1)Cc1cc2cc(C)cc(C)c2[nH]c1=O	43	11	1	-9	2	1.2	14	0.0	10
COC(=O)c1c(C(=O)OC)c(-c2ccc(Cl)c(Cl)c2)n2c1CCC2	41	-11	-1	-5	-1	-1.6	7	2.0	6
CC(=O)c1ccc(S(=O)(=O)N2CCN(c3nc4c(C)c(C)ccc4cc3C#N)CC2)cc1	·	·	8	·	-8	-7.0	·	1.2	7
O=C(Nc1ccc(C(=O)N2CCCC2)cc1)c1ccc2c(c1)OCO2	28	13	-1	-4	-7	-4.4	-12	-0.8	8
Cc1ccc(/C=C/C(=O)c2ccccc2)cc1	-42	11	8.9*	6	-14	-3.7	-5	-0.8	4
COc1ccccc1N1CCN(CC(=O)Nc2c(C)n(C)n(-c3ccccc3)c2=O)CC1	8	6	0	0	-3	0.5	6	-0.1	1
CC(=O)/C(N=Nc1nc2c([nH]1)c(=O)n(C)c(=O)n2C)=C(\C)O	-1	8	-2	1	-11	1.3	15	-0.4	9
CCc1cccc(NC(=O)CCC(=O)O)c1	6	-4	1	-7	29	0.3	13	0.2	5
O=C(NNC(=O)c1ccccc1)C(=O)N1CCCCC1	6	12	1	-4	3	-1.0	-2	-0.1	7&7
Cc1c(NC2=NC(C)(C)Cc3ccccc32)c(=O)n(-c2ccccc2)n1C	-3	13	-2	4	1	-0.1	22	15	13
O=S(=O)(c1cccs1)N1CN(C2CCCCC2)c2nc3ccccc3nc21	11	1	4	1	-27	3.4	5	0.6	11
CCOc1ccc(NC2OC(C)C(O)C(O)C2O)c([N+](=O)[O-])c1 (stereo unspecified)	11	3	2	-6	6	0.6	18	1.5	5
Cc1cc(N2CCOCC2)nc(SCc2ccc(Cl)cc2Cl)n1	12	9	1	2	-9	-4.8	-7	0.6	15
CC(C)(C)NC(=O)NC(=O)CN1CCN(c2ncc(C(F)(F)F)cc2Cl)CC1	78*	12	7	-8	-7	-1.7	-8	2.7	18
COc1ccc(Cl)cc1N(CC(=O)Nc1ccccc1SC)S(C)(=O)=O	29	19	1	-1	-6	-1.0	0	1.0	5
O=C(NCc1ccccn1)C(=O)N/N=C/c1ccccc1O	34	5	-2	0	-24	3.7	-9	0.6	9
COc1cccc(C2=CC(c3cccc(OC)c3OC(F)F)n3nnnc3N2)c1 (stereo unspecified)	61	3	1	1	-1	-1.8	24	0.6	-1

Continuation.
SMILES	CHOP inhibitor	FXIIa inh	Wee1 degr inh	FXIa inh 1536	TbHK1 inh	TNF necrop inh	PPC-1+TRAIL kill	zVAD death inh	PGE2 EP2 inh
Cc1cccc(C)c1NC(=O)Cn1c(=O)n(CCC(=O)NCc2ccco2)c(=O)c2sccc21	12	17	-3	28	10	-2.3	8	0.1	5
Fc1c(CSC(=S)N2CCOCC2)cccc1CSC(=S)N1CCOCC1	3	1	1	-1	18	-3.0	-23	-0.2	4
Cc1ccc(-c2nnc(/C=C/c3ccccc3)o2)cc1	-11	17	0	7	-7	0.7	24	0.8	4
Cc1ccc(SCC(=O)Nc2cccc(C)c2)cc1	14	9	0	3	5	3.9	13	-1.8	7
CCOC(=O)N1CCC(N2C(=O)c3ccccc3C2Nc2ccc3c(c2)OCCO3)CC1 (stereo unspecified)	8	4	3	0	-5	-1.3	-2	-0.5	6
N=c1nc(N)nc2n1NC(c1ccc(F)cc1)=CS2	-3	4	1	0	-3	20	23	81*	11
C=CCn1c(=O)/c(=C/c2ccc(O)cc2)s/c1=C(/C#N)c1nnc2n1CCCCC2	37	2	3	-2	-17	-1.0	28	0.2	4
CCn1c(SCC(=O)N2CCCc3ccccc32)nnc1-c1cccs1	-15	7	-2	-13	2	-0.4	-6	-0.1	9
O=C(CN1CCC(n2nnc3cc(F)ccc32)CC1)Nc1ccc2c(c1)CCC2	58	25	1	5	1	1.6	34	0.5	6&10
CCOC(=O)c1ccc(NC(=S)NN)cc1	-10	5	-1	1	-4	1.6	6	2.1	7
NC(=O)CCN1CCCCC1	5	3	-1	-1	-4	0.9	13	-0.4	10&13
Cc1ccc(C(=O)N2CCN(CCNC(=O)C(=O)NC(C)C)CC2)cc1	32	8	-1	1	-9	-0.2	1	8.9	8
CCCN1CNC(=S)N(c2cccc(C)c2)C1	5	1	4	-5	-3	1.3	5	0.1	1
O=[N+]([O-])c1ccc(CSc2nnc(Cc3ccccc3)n2-c2ccc(F)cc2)cc1	-18	11	-3	8	7	2.2	22	-0.7	5
CC(C)(C)N/N=C1\CC(c2ccccc2)Oc2ccccc21 (stereo unspecified)	73*	11	3	2	-5	1.2	6	0.5	9
Clc1ccc(SCc2csc(N3CCOCC3)n2)cc1	9	1	-1	-12	-4	-0.9	-11	1.4	18
Clc1ccc(OCCn2ccnc2)c(Cl)c1	6	-1	-2	0	11	-1.5	12	0.3	9
NS(=O)(=O)c1ccc(NC(=O)CSc2nnc(Cc3cccs3)n2-c2ccccc2)cc1	9	6	-4	0	-1	-1.1	0	0.1	11
COc1ccc(S(=O)(=O)N2CCCc3ccccc32)cc1OC	-20	10	5	2	-9	-2.3	6	0.2	3
O=C(CCl)c1ccc2c(c1)CCN2C(=O)C1CC1	109*	12	0	-1	-14	-7.6	7	-1.0	6
COc1ccccc1NC(=O)Cc1noc(CSc2nnc(C)n2C)n1	14	8	-4	-2	-2	1.0	-19	0.5	9
COCC(=O)N(Cc1cc2cc(OC)ccc2[nH]c1=O)c1ccccc1	-10	8	-3	-3	-12	-0.9	16	0.8	12
CCOc1ccc(NC(=O)N(CC(C)C)CC(C)C)cc1	5	-8	-2	-9	-9	0.8	0	0.7	4
CC1(C)CC(CC(=O)NC(=S)Nc2ccc([N+](=O)[O-])cc2)C(=O)O1 (stereo unspecified)	-13	9	1	-3	-12	0.2	20	0.0	13
COc1ccccc1C(=O)Nc1cc(Cl)ccc1O	-19	-3	5	-2	-3	5.1	18	-0.2	27
COc1ccc(Cc2nnc(SCC(=O)c3ccc(OC)cc3)o2)cc1	57	15	0	-2	-3	0.2	17	-0.2	5
O=C(O)CCN1CCc2ccccc21	-5	4	-2	-3	9	0.3	3	0.2	9
CCCOc1ccc(-c2c(C(=O)N/N=C/c3ccccc3)nnn2-c2nonc2N)cc1	7	-1	0	-2	-23	-2.5	4	-0.2	16

From PubChem BioAssay
